# Bioassay records: PubChem, National Center for Advancing Translational Sciences (NCATS)
# LDHA inh = blocks human lactate dehydrogenase A; activity change, % (values are at about 110 or 230 µM); purified LDHA, NADH/diaphorase-resazurin fluorescence; active compounds read low; P00338; 0.15% of 480,000 active; in the data active = activity change below about -30%;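 also: plate controls were DMSO wells for no effect and wells without enzyme for full effect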
#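 Resorufin fluorescence (ex540/em590), read at 0 and 20 min after diaphorase/resazurin addition, reports the NADH left after a 5 min room-temperature reaction of 2 nM human LDH5 with 0.06 mM NADH and 0.2 mM pyruvate.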
# D2 potentiator = positively modulates the human D2 dopamine receptor allosterically. 0.34% of 340,000 active. AID 485347. potentiation, % at 10 µM. HEK293 T-REx D2, calcium flux, EC20 dopamine potentiation. P14416;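 active = potentiation over 3 SD above the plate norm, cut at about 30% in these data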; also: 0% is about no effect
#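 Primary screen. Calcium kinetics in induced HEK293 T-REx D2 cells: compound pre-addition 180 s, EC20 dopamine, 180 s more.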
# Vif-A3G inh = Vif-A3G binding inhibition; HeLa A3G-eYFP + Vif (tagged APOBEC3G with the HIV-1 protein that degrades it), YFP fluorescence, overnight; Potency, µM (series often up to 46.1 µM), without a hit: top-dose activity, negative = active, usual class: inhibitors; Q9HC16; 0.076% of 410,000 active;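 also: potency is read from the fitted curve at half-maximal effect; % is scaled to controls: 0 for no effect and ±100 for the full control effect; nearly all actives have a fitted effect of over 60% in size; hits raise eYFP signal because A3G escapes Vif-driven loss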
# Target sequence (Q9HC16 whole entry, looked up): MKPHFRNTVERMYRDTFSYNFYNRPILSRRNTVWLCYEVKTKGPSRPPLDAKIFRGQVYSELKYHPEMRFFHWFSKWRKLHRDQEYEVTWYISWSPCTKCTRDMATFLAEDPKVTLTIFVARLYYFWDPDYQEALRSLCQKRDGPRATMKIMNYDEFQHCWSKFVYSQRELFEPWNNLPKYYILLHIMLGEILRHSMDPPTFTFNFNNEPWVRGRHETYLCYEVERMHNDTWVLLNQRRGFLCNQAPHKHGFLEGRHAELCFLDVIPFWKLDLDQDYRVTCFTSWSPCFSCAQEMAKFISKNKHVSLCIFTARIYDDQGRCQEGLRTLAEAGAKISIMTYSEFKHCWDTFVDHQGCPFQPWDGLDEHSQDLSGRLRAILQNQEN
#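 Read-out is eYFP fluorescence (Ex 488/Em 500-530) from Vif-expressing HeLa A3G-eYFP cells; more signal means A3G escaped Vif-mediated degradation. Cells plated overnight, compound pinned in, incubated overnight at 37 deg C.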
# RXFP1 agonist = RXFP1 (human) receptor agonism; Potency, µM (doses to about 57.5 µM), for the others: top-dose activation, hits mostly activators; HEK293T-RXFP1 cAMP TR-FRET, 30 min; response scale: percent of porcine relaxin response, buffer zero; 0.3% of 370,000 active; Q9HBX9; also: potency is read from the fitted curve at half-maximal effect; % is scaled to controls: 0 for no effect and ±100 for the full control effect; nearly all actives have a fitted effect of over 60% in size; many of its hits are not listed in these tables
#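 HEK293T cells stably expressing RXFP1 were pretreated with the PDE4 inhibitor Ro 20174, exposed to compounds for 30 min at 37C, lysed, and cAMP was read by TR-FRET. Data normalized to buffer (basal) and 29 nM porcine relaxin (100%).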
# D1 PAM = potentiators of human D1 dopamine receptor; P21728; HEK293 TREx D1 cells, calcium flux, dopamine EC20 potentiation; potentiation, % at 10 µM; 0.036% of 360,000 active; AID 504651; in the data active = potentiation above about 30%; also: 0% is about no effect
# Target sequence (P21728 whole entry, looked up): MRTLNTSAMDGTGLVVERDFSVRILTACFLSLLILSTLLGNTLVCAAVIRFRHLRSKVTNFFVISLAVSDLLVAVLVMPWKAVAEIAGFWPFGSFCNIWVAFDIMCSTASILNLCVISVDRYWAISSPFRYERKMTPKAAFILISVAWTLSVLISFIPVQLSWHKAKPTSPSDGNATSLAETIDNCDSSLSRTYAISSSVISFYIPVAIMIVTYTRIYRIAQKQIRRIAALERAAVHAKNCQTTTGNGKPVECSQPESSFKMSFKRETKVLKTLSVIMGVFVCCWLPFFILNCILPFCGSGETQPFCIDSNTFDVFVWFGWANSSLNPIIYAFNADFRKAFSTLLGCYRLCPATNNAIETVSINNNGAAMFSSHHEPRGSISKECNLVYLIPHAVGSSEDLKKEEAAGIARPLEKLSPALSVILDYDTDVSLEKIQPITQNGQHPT
# Glioma ERSR ind = induces the endoplasmic reticulum stress response in human glioma cells; U87-MG GRP78 promoter luciferase reporter, 16 h; Potency, µM, without a hit: at the top dose activation, most hits filed as activators; 0.02% of 420,000 active; AID 602332; also: potency is read from the fitted curve at half-maximal effect; series mostly up to about 76 µM; % of control where 0% means no effect; nearly all actives have a fitted effect of over 35% in size
#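 Stably transfected U87-MG human glioma cells carrying a GRP78-based luminescent sensor were seeded at 1000 cells/well, pin-dosed with compounds and incubated 16 h. Luciferase reagent was then added, and end-point luminescence was read after 10 min at room temperature.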
# Vif-APOBEC3F blk = blocks the Vif interaction with APOBEC3F; HeLa A3F-eYFP + Vif (tagged APOBEC3F with the HIV-1 protein that degrades it), YFP fluorescence increase; Potency, µM (series often up to 46.1 µM), inactives show top-dose activity, negative = active; 0.2% of 390,000 active; AID 602313; also: potency is read from the fitted curve at half-maximal effect; % of control where 0% means no effect; nearly all actives have a fitted effect of over 65% in size
#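 HeLa cells stably expressing Vif plus C-terminally eYFP-tagged A3F were seeded, incubated overnight at 37 deg C, dosed with compound, incubated overnight again at 37 deg C. Yellow fluorescence (Ex 488/Em 500-530) reported blocked Vif-mediated A3F-eYFP degradation.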
# D1 agonist = activates the human D1 dopamine receptor | 1% of 360,000 active | AID 504660 | P21728 | activation, % at 2 µM | HEK293 T-REx D1 cells, calcium flux, agonist mode; in the data active = activation above about 30%; also: 0% is about no effect
#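 Inducible HEK293 T-REx D1 cells, force-coupled to calcium signalling, were plated at 4000 cells/well with tetracycline and held overnight at 30 C. After no-wash calcium dye loading, compound-evoked calcium rise over 180 s flagged agonists.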
# D1 antag = blocks dopamine activation of the human D1 receptor. 3.2% of 360,000 active. activity change, negative = inhibition, % at 10 µM. HEK293 TREx D1 cells, calcium flux, dopamine EC80; active compounds read low. AID 504652. P21728; in the data active = activity change below about -30%; also: % is scaled to controls: 0 for no effect and ±100 for the full control effect
#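 Allosteric or orthosteric antagonism assessed as attenuation of the calcium response to EC80 dopamine, added 180 s after compound, in induced HEK293 Trex D1 cells loaded with no-wash calcium dye.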
# Starred values were filed as active, the others as inactive; . = no result given; & = joins results of further samples. Unless noted, calls follow the shape of the dose curve; as a rule, active = well fitted curve in the direction sought with a large enough effect; inconclusive = small, poorly fitted or top-dose-only effect, or another doubt; inactive = no such curve, though single readings can be large; an effect the other way counts as inactive or inconclusive. Some of the compounds tested (hit frequency here may not be typical).
SMILES,LDHA inh,D2 potentiator,Vif-A3G inh,RXFP1 agonist,D1 PAM,Glioma ERSR ind,Vif-APOBEC3F blk,D1 agonist,D1 antag
CCOCCc1nnc(NC(=O)C2CC(=O)N(CCc3ccc(F)cc3)C2)s1 (stereo not given),-8,-8,-1%,0.4%,-2,-3%,1%,1,1
COc1cccc(NC(=O)C(C)N2C(=O)c3ccccc3S2(=O)=O)c1 (stereo not given),-1,7,0%,0.7%,2,-4%,8%,1,-1
CC(=O)N1CCN(C(=O)c2ccc(Oc3ccccc3)cc2)CC1,-9,2,3%,4.1%,-7,-2%,0%,3,0
CCOC(=O)c1c(NC(=O)CCCOc2ccc(C(C)(C)C)cc2)sc2c1CCCC2,0,14,3%,2.9%,-1,-2%,3%,0,-2
Cc1ccc(CN2C(=O)C(O)(CC(=O)c3ccc(C)cc3)c3ccccc32)cc1 (stereo not given),5,12,.,0.8%,0,.,.,-2,-2
O=C(Nc1cccc(F)c1)c1ccc2snnc2c1,-1,-10,1%,0.1%,-2,2%,-1%,16,-31*
CC1(C)CC(=O)C(C=NCc2cccnc2)=C(O)C1,-4,-1,5%,0.1%,-3,-2%,-18%,2,-27
COc1cc2c(cc1OC)CN(C(=O)CN1C(=O)NC3(CCCCC3C)C1=O)CC2 (stereo not given),-2,3,-7%,-0.8%,-4,14%,3%,5,-5
Cc1[nH]c2ccc(C(=O)N3CCCCC3)cc2c1C,-1,-3,-8%,2.5%,-9,2%,5%,1,0
CCOC(=O)Cc1csc(NS(=O)(=O)c2ccc(Cl)cc2)n1,-6,-16,1%,6.0%,-1,-2%,2%,1,-6
Cc1cc(NC(=O)COC(=O)Cn2[nH]c(=O)c3ccccc3c2=O)c([N+](=O)[O-])cc1C,-8,.,-1%,.,.,-2%,1%,.,.
COc1ccc(Cl)cc1NC(=O)C1CCN(S(C)(=O)=O)CC1,-6,2,-1%,0.5%,-2,-1%,-11%,1,7

# Single values from the list.
# `Cc1ccc(CN2C(=O)C(O)(CC(=O)c3ccc(C)cc3)c3ccccc32)cc1` (stereo not given) – D2 potentiator: 12
# `Cc1[nH]c2ccc(C(=O)N3CCCCC3)cc2c1C` – D1 agonist: 1

# Other compounds:
SMILES,LDHA inh,D2 potentiator,Vif-A3G inh,RXFP1 agonist,D1 PAM,Glioma ERSR ind,Vif-APOBEC3F blk,D1 agonist,D1 antag
CCCCNC(=O)C1CCC(CNS(=O)(=O)c2ccc(Cl)cc2)CC1 (stereo not given),-1,-2,-3%,-1.5%,-1,-3%,-4%,16,-13
CCN1/C(=C/C=C/C=C/c2sc3ccccc3[n+]2CC)Sc2ccccc21,-8,10,2%,1.8%,-3,-10%&-12%&-11%,.,1,-11
CCCC(=O)Nc1ccc(NC(=O)c2ccco2)cn1,-4,-5,0%,-1.5%,-2,-1%,6%,5,1
COCCCNC(=O)c1ccc(-c2csc(C)n2)cc1,-2,-4,4%,-1.1%,-7,7%,-14%,4,8
CCCNC(=S)N1CCN(c2nc(-c3ccc(C)cc3)cs2)CC1,-6,-16,-2%,-0.9%,-5,-7%,7%,7,-35*
CCC(C)NC(=S)NNC(=O)c1ccc(C(C)(C)C)cc1 (stereo not given),-8,-1,4%,-1.0%,-4,1%,-1%,0,3
C#CCOCCOCCOCCNc1nc(N2CCN(C(=O)[C@H](CCCCN)n3cc(CC(C)O)nn3)CC2)nc(N2CCN(C(=O)[C@H](Cc3ccc(O)cc3)n3cc(CCO)nn3)CC2)n1 (stereo not given in full),-6,.,4%,.,.,-1%,0%,.,.
N#C/C(=C/c1ccc(Br)o1)C(N)=S,.,20,.,-1.8%,6,.,.,4,-11
Cc1ccc2[nH]c(CSc3nnc(COc4ccccc4C)n3C)cc(=O)c2c1,-2,-6,2%,3.7%,0,-2%,1%,-1,-3
COc1ccc2c(C)c(CCC(=O)NCc3ccc(Cl)cc3)c(=O)oc2c1C,-18,.,3%,9.2%,-2,-3%,-5%,4,-13
CCN(CC)c1cc(C)c2cc(NC(=O)/C=C/c3cc(OC)c(OC)c(OC)c3)ccc2n1,13,7,-14%,-0.2%,0,-11%,-2%,0,-11
CCOc1ccccc1C(=O)NC(C)c1ccc(-n2ccnc2)cc1 (stereo not given),-4,-3,-8%,1.9%,3,-3%,2%,3,17
CN(NC1OC(=O)c2ccccc21)c1ccc(C(F)(F)F)cc1[N+](=O)[O-] (stereo not given),7,-1,-10%,-1.7%,3,2%,11%,-1,-12
CC12CCC(C(=O)NCc3ccc(F)cc3)(OC1=O)C2(C)C (stereo not given),-7,3,-1%,2.2%,8,2%,4%,3,4
Cc1nc2ccn(Cc3cccs3)c(=O)c2cc1C(=O)NCc1ccc(Cl)cc1,1,16,-11%,1.1%,-7,-2%,12%,14,-28
CCN(CC)CCCNC(=S)N(Cc1cccnc1)Cc1cc2cc(C)ccc2[nH]c1=O,-6,.,-1%,-3.2%,-3,-4%,1%,1,-7
O=C(c1cccc(N2C(=O)c3ccccc3C2=O)c1)N1CCCCCC1,2,-3,0%,5.8%,-2,1%,-11%,1,-1
CC(C)Cc1nnc(NC(=O)c2cccc(S(=O)(=O)N3CCN(C)CC3)c2)s1,-2,4,1%,0.2%,2,-3%,-4%,7,-12
CN(C)c1ccc(C=c2c3ccccc3n3c2c2ccccc2[n+]3C)cc1,28,.,3%,.,.,-11%,2%,.,.
COc1ccc(Cl)cc1NC(=O)CN(C)C(=O)Cn1cnc2c1c(=O)n(C)c(=O)n2C,-1,-22,-1%,7.3%,4,-3%,-11%,1,9
CC1CCCN(C(=O)c2ccc(Cl)c(S(=O)(=O)N3CCCCCC3)c2)C1 (stereo not given),-2,-1,1%,0.9%,.,4%,-2%,23,-2
CC(C)C1NC2(C(=O)c3ccccc3C2=O)C2C(=O)N(c3ccc(F)cc3)C(=O)C12 (stereo not given),1,9,-8%,0.3%,1,-3%,-9%,8,9
Cn1c(=O)c2c(nc(SCC(=O)Nc3ccc(F)cc3)n2Cc2ccc(Cl)cc2)n(C)c1=O,-7,-4,4%,0.1%,-3,-5%,-4%,-1,-3
S=c1nc(-c2ccccc2)n(Cc2ccco2)c2c1CCCC2,.,-19,.,7.7%,-2,.,.,1,11
O=C(CSc1nnc2ccccn12)NC(=O)Cc1ccccc1,1,-3,0%,15%,-5,-2%,3%,2,-4
CCOC(=O)C1=C(c2ccccc2)O/C(=C(/C#N)C(F)(F)F)S1,.,-3,.,9.1%,0,.,.,-2,.
O=C(CC(c1ccccc1)c1ccccc1)Nc1ccc(O)cc1,-2,-9,1%,-0.3%,1,-6%,3%,23,-5
CCCNC(=O)c1ccc(COc2ccc(CCC)cc2OC)o1,-5,6,3%,-4.4%,-13,-4%,7%,1,-5
CC(=O)c1ccc(NS(=O)(=O)c2cc3c(cc2C)N(C)CCO3)cc1,-2,4,-3%,0.3%,-2,-4%,3%,1,-10
COc1ccc(CCC(=O)Nc2c(C)n(C)n(-c3ccccc3)c2=O)cc1,-7,17,0%,-1.7%,-8,-3%,-4%,2,-38*
COc1ccc(/C(C#N)=C/c2c(-c3ccc(Cl)cc3)nc3c(C)cccn23)cc1,3,12,0%,0.2%,10,12%,-7%,1,0
Cc1ccc(S(=O)(=O)N2CCN(CCC#N)CC2)cc1,-23,5,0%,2.1%,-4,-2%,6%,6,10
COc1ccc(/C(C)=N/Nc2ccc(F)cc2F)c(O)c1,-1,4,-2%,3.0%,2,1%,6%,-3,10
COc1ccc(-c2nc(CS(=O)(=O)CC(=O)Nc3cccc(C(C)=O)c3)c(C)o2)cc1,-8,-1,0%,-0.6%,4,-5%,-15%,1,-6
CCC(=O)Nc1ccc(S(=O)(=O)Nc2cc(C)on2)cc1,-1,11,-3%,0.9%,-1,-4%,-18%,1,13
N#Cc1nc(-c2ccco2)oc1N1CCC(Cc2ccccc2)CC1,-5,10,6%,5.1%,6,4%,-2%,2,-6

# Nothing new here: entries from further up.
SMILES,LDHA inh,D2 potentiator,Vif-A3G inh,RXFP1 agonist,D1 PAM,Glioma ERSR ind,Vif-APOBEC3F blk,D1 agonist,D1 antag
CCOCCc1nnc(NC(=O)C2CC(=O)N(CCc3ccc(F)cc3)C2)s1 (stereo not given),-8,-8,-1%,0.4%,-2,-3%,1%,1,1
COc1cccc(NC(=O)C(C)N2C(=O)c3ccccc3S2(=O)=O)c1 (stereo not given),-1,7,0%,0.7%,2,-4%,8%,1,-1

# Next part:
SMILES,LDHA inh,D2 potentiator,Vif-A3G inh,RXFP1 agonist,D1 PAM,Glioma ERSR ind,Vif-APOBEC3F blk,D1 agonist,D1 antag
COC(=O)c1ccc(NC(=O)c2ccc3c(c2)OCO3)cc1,0,0,0%,7.7%,5,4%,-2%,3,2
COc1ccc(CNC(=O)c2ccc3nc(C(C)C)oc3c2)cc1OC,-2,-1,-12%,-1.4%,-2,-3%,5%,7,-29
CCOCCCNCC(=O)NCC1CCCCC1,-12,-20,2%,-1.1%,0,-5%,4%,1,-2
Cc1ccc(-c2nc3ncccc3o2)cc1NC(=O)c1ccc(-c2ccc(Cl)cc2)o1,-4,-1,-3%,5.3%,2,-3%,3%,0,22
O=C(NCCc1ccccc1)C1CCCN(C(=O)NC2CCCCC2)C1 (stereo not given),-2,-5,6%,0.2%,2,-3%,1%,-1,6
Cc1cc(C)cc(OCC(O)CN2C(=O)NC(C)(C)C2=O)c1 (stereo not given),0,.,2%,1.2%,.,-3%,-5%,2,13
CCOC(=O)c1c(-c2ccccc2)csc1NC(=S)N(CC)CC,-7,8,-9%,0.5%,-7,-4%,-14%,2,-6
COc1ccc(S(=O)(=O)Nc2noc3ccccc23)cc1,-1,3,1%,-2.4%,7,0%,1%,5,5
Cc1ccc(-c2nn(-c3ccccc3)cc2/C=N/NC(=O)CSc2nnc(C)n2-c2ccccc2)cc1,-1,.,-1%,2.4%,4,5%,0%,2,-5
O=C1CC(Cc2ccccc2)C(=O)N1Cc1ccco1 (stereo not given),-1,-1,3%,-1.7%,2,2%,-16%,3,7
CCOC(=O)c1c(NC(=O)C2COc3ccccc3O2)sc(C(C)=O)c1C (stereo not given),-4,-6,-1%,2.2%,1,-1%,-4%,3,3
Cc1cc(N2CCC(C(=O)NC3CCCCC3)CC2)nc(-c2ccccc2)n1,-1,1,1%,-2.2%,-2,-3%,5%,0,-18
